POLK inh: blocks human DNA polymerase kappa activity; 0.53% of 400,000 active; AID 588579; purified Pol kappa, fluorescent DNA synthesis assay, 10 min; Potency, µM (series often up to 107 µM), without a hit: at the highest dose activity, negative = inhibition, usual class: inhibitors; further: on the % scale 0 is the no-effect control and ±100 the full control effect
Target sequence (Q9UBT6 whole entry, looked up): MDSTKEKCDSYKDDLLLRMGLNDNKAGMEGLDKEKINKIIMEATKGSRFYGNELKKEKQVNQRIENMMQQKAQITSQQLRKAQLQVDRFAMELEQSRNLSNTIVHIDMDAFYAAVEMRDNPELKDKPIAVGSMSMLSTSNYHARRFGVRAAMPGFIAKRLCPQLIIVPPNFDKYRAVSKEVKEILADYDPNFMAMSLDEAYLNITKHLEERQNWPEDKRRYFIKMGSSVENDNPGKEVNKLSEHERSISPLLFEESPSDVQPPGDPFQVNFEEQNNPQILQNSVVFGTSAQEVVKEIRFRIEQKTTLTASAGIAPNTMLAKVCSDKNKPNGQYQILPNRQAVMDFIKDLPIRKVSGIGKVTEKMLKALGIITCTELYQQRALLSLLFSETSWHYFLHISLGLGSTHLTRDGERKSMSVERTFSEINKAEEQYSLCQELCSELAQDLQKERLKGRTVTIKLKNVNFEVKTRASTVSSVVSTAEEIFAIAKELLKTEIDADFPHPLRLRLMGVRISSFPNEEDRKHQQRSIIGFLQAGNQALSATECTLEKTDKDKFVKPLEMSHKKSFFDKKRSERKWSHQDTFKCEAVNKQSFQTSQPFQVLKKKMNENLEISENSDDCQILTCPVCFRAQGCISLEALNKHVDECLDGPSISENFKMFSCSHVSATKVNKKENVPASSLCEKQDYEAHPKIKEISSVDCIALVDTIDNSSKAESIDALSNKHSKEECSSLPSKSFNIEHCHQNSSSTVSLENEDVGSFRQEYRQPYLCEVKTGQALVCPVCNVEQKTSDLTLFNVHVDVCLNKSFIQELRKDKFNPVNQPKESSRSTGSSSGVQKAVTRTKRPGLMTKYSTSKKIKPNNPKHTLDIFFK
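10 nM Pol kappa was preincubated with compounds for 15 min at room temperature. Reaction started with 50 nM (final) substrate. Fluorescence read kinetically at 0 and 10 min.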
APE1 inh: APE1 (human) endonuclease inhibition | P27695 | recombinant APE1, TAMRA/BHQ-2 abasic DNA cleavage fluorescence | Potency, µM (top dose mostly 65.8 µM), for inactives: top-dose activity change, negative = inhibition, usual class: inhibitors | 0.35% of 350,000 active | AID 2517;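 further: plate controls were vehicle for no effect and reference inhibitor for full effect; nearly all actives have a fitted effect of over 55% in size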
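Activity was derived from the fluorescence gain between first and third kinetic reads (60 s intervals, ex 525/em 598 nm) after 50 nM THF-abasic TAMRA/BHQ-2 duplex was added to 0.75 nM APE1 preincubated 15 min with compound.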
POLH inh: DNA polymerase eta (human) inhibition; Q9Y253; recombinant Pol eta, fluorescent DNA replication assay; Potency, µM (titrated, usually from 114 µM), inactives show at the highest dose activity change, negative = inhibition, actives largely listed as inhibitors; 1.2% of 390,000 active; further: on the % scale 0 is the no-effect control and ±100 the full control effect
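Pol eta at 10 nM preincubated with compounds 15 min at room temperature; reaction started with fluorescent substrate (50 nM final) and read kinetically at 0 and 10 min.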
POLB inh: inhibitors of human DNA polymerase beta; P06746; Pol beta primer extension/strand displacement, fluorescence kinetic; Potency, µM (titrated, usually from 114 µM), for inactives: at the top dose activity change, negative = inhibition, actives largely listed as inhibitors; 1.3% of 340,000 active; AID 485314; further: on the % scale 0 is the no-effect control and ±100 the full control effect
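Pol beta (10 nM) was preincubated with compound for 15 min at room temperature. The reaction was then started with 50 nM substrate and read immediately and after a further 10 min at room temperature.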
G9a inh: inhibitors of human histone lysine methyltransferase G9a. Q96KQ7. G9a H3K9 monomethylation, AlphaScreen, 2 h. Potency, µM (series often up to 102 µM), for the others: at the top dose activity, negative = inhibition, usual class: inhibitors. 8.8% of 350,000 active. AID 504332; further: on the % scale 0 is the no-effect control and ±100 the full control effect; nearly all actives have a fitted effect of over 75% in size
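Step 1: enzyme (final 20 nM) with compound, 15 min RT. Step 2: substrate peptide 500 nM and SAM 20 uM, 2 h RT. Step 3: anti-H3K9me1 antibody and AlphaScreen beads, 10 min, then plate read.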
BLM helicase inh: blocks DNA unwinding by human BLM helicase; recombinant BLM DNA unwinding, fluorescence dequenching; Potency, µM (doses to about 56.1 µM), inactives show at the highest dose activity change, negative = inhibition, usual class: inhibitors; 0.2% of 350,000 active; AID 2528;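 further: plate controls were vehicle for no effect and no enzyme for full effect; nearly all actives have a fitted effect of over 35% in size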
POLI inh: blocks human DNA polymerase iota activity; AID 588590; 1% of 390,000 active; Q9UNA4; Potency, µM (doses to about 115 µM), without a hit: at the highest dose activity, negative = inhibition, actives largely listed as inhibitors; Pol iota fluorescent replication assay, 10 min
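Pol iota at 10 nM preincubated 15 min with compounds at room temperature; reaction started with fluorescent substrate, 50 nM final. Fluorescence read kinetically at 0 and 10 min; buffer-only wells as negative control.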
BAZ2B block: blocks human BAZ2B; Q9UIF8; Potency, µM (titrated, usually from 114 µM), for the others: top-dose activity change, negative = inhibition, actives largely listed as inhibitors; 4.4% of 360,000 active; AID 504333; AlphaScreen BAZ2B-H3K14Ac peptide displacement; further: on the % scale 0 is the no-effect control and ±100 the full control effect; nearly all actives have a fitted effect of over 60% in size
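AlphaScreen displacement: compounds (up to 110uM) incubated 30 min at room temperature with a preformed 50 nM BAZ2B/50 nM biotinylated H3K14Ac peptide complex in PBS pH 7.4 with Tween-20. Donor and acceptor beads at 10 ug/mL final added, 20 min light-protected before reading.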
JMJD2A Tudor: inhibitors of human JMJD2A Tudor domain; O75164; AlphaScreen JMJD2A-Tudor / H3K4me3 peptide binding; Potency, µM (doses to about 114 µM), for the others: at the top dose activity change, negative = inhibition, hits mostly inhibitors; AID 504339; 4.4% of 390,000 active; further: on the % scale 0 is the no-effect control and ±100 the full control effect; nearly all actives have a fitted effect of over 50% in size
Starred values were filed as active, the others as inactive; ? = inconclusive; / = not tested or not shown; & = joins results of further samples; [ ] = dose if it differs, or a comment. The call rests on the fitted dose curve; in most records, active means well fitted curve in the direction sought with a large enough effect; inconclusive means small, poorly fitted or top-dose-only effect, or another doubt; inactive means no such curve, though single readings can be large; an effect the other way counts as inactive or inconclusive. Potency means the concentration at half of the fitted maximal effect.

structure	POLK inh	APE1 inh	POLH inh	POLB inh	G9a inh	BLM helicase inh	POLI inh	BAZ2B block	JMJD2A Tudor
CCOC(=O)CC(NC(=O)c1cccs1)c1ccc(OCC)cc1 (configuration not stated)	-6%	-3%	3%	20%	25%[12.7 µM]	-3%	12%	-12%	-8%
OCCC1CN(Cc2cccn2-c2cccnc2)CCN1C1CCCCC1 (configuration not stated)	0%	3%	-9%	6%	-4%	1%	45%[activator]	-17%	-9%
CCOC(=O)c1ccc2[nH]c(CSc3nnc(-c4cccc(F)c4)n3C)cc(=O)c2c1	-9%[60.1 µM]	/	-13%	0%	-3%[59 µM]	-2%	1%	8%	-13%
Cc1cccc(N2CCN(C(=O)c3ccc4nccnc4c3)CC2C)c1 (configuration not stated)	5%	-1%	-19%	/	/	/	30%[activator]	/	-19%
COC(=O)CSc1nc(-c2ccc(C)cc2)c2c(c1C#N)CCCC2	-25%	-2%	-2%	0%	-20%[2.33 µM]	-7%	-1%	11%	30%
COc1ccc(Oc2nc3c(c(=O)n(C)c(=O)n3C)n2Cc2ccc(Cl)cc2Cl)cc1	-4%[60.1 µM]	/	6%	1%	-27%[59 µM]	-5%	-1%	-20%	-30%
O=c1[nH]c(CN2CCN(c3ccccc3)CC2)nc2ccccc12	-10%	-2%	-1%	4%	-31%[12.7 µM]	-3%	-11%	-35%	-15%
CCCC[C@@H]1CNC(=S)N1CC1CCCCC1	-18%	3%	-23%	-23%	21%[59 µM]	-3%	17%	-15%	-24%
Cc1ccccc1C(=O)Nc1nnc(SCC(=O)NCc2ccco2)s1	-13%	40%[activator]	-5%	-8%	?	-1%	-2%	-19%	-16%
CN(C)C(=S)Nc1ccc(S(=O)(=O)N2CCCCC2)cc1	-10%	-5%	-3%	-8%	32%[59 µM]	-3%	0%[58.9 µM]	-1%	-12%
Cn1nnnc1NC(=O)c1ccccc1Cl	-8%	13%	-22%	?	40µM*	0%	16%	50µM*	?
O=[N+]([O-])c1ccc(OCCN2CCNCC2)cc1	6%	5%	-17%	43%	/	3%	?	50µM*	25µM*
COc1ccc(Cn2c(SCC(N)=O)nc3c(sc4ccccc43)c2=O)cc1	-7%[60.1 µM]	/	-10%	1%	4%[59 µM]	-4%	-2%	0%	-19%
CCCCN(CCCNC(=O)C1CCN(S(=O)(=O)CC)CC1)c1ccccc1	-8%	9%	8%	0%	7.1µM*	-6%	-1%	-26%	-30%
CC1(C)CC(n2c(=S)[nH]c3ccccc3c2=O)CCO1 (configuration not stated)	1%	-3%	-11%	-9%	-7%	-2%	40%[activator]	3%	2%
CCCN(C(=O)CSc1ccccc1C(=O)O)C1CCS(=O)(=O)C1 (configuration not stated)	5%	19%	-12%	/	/	/	-21%	/	-12%
CCOC(=O)C1CCCN(S(=O)(=O)c2csc(C(N)=O)c2)C1 (configuration not stated)	-30%	/	-9%	6%	-12%[59 µM]	1%	2%	-16%	-5%
CC(C)C(NC(=O)c1ccccc1)C(=O)NCC(c1ccccc1)N(C)C (configuration not stated)	-12%	20%	5%	28%	17%	-3%	53%[activator]	1%	-8%
C=CCOC1=CS(=O)(=O)N(Cc2ccc(Br)cc2)c2ccc(Br)cc21	3%	9%	-21%	/	/	/	40%[activator]	/	-19%
Cc1ccc(-c2nnc(Nc3ccc(C(=O)N(C)C)cc3)c3ccccc23)cc1S(=O)(=O)NCC1CCCO1 (configuration not stated)	-1%	0%	?	3%	2%	4%	-6%	8%	-12%
O=C(C1CC2C=CC1C2)N1CCN(c2ccccc2)CC1 (configuration not stated)	13%	19%	-6%	10%	11%[59 µM]	-5%	7%	?	-4%
Cc1ccccc1NC(=O)c1nc(S(C)(=O)=O)ncc1Cl	-4%	17%	-6%	2%	?	-9%	5%	4%	-6%
COc1cc(OC)c(C(=O)NCc2nc(-c3ccccc3)no2)cc1OC	0%	/	-15%	-27%	5%[59 µM]	-2%	-9%	-5%	-25%
O/N=C/c1cc(Br)ccc1OCc1ccc(F)cc1	-23%	/	-8%	/	/	/	7%	/	-35%
CSc1ccc(S(=O)(=O)NCCOc2ccccc2C)cc1	-2%	-5%	-2%	-27%	-1%[59 µM]	1%	4%	-20%	-8%
CCCC(=O)Nc1sc2c(c1C(=O)Nc1ccccn1)CCCC2	-10%	-8%	-5%	0%	21%	-4%	37%	-1%	0%
COc1ccc(/C=N/NC(=O)CCCOc2ccc(Cl)cc2Cl)cc1[N+](=O)[O-]	-5%	-2%	-13%	-24%	-2%	-23%	?	-17%	-18%
CC(Sc1nnc(CC(=O)Nc2ccccc2F)n1C)C(=O)Nc1nccs1 (configuration not stated)	-6%	66%	-9%	-25%	11%	-1%	43%[activator]	-21%	12%
Cc1cc(NC(=O)CC(C)C)c(=O)n(Cc2c(F)cccc2Cl)c1	-3%	30%	2%	47%	22%	-6%	-7%	-3%	-21%
C/C(=C\C(=O)c1ccc(C)cc1)NCc1ccc(F)cc1	-16%	/	-5%	/	/	/	-6%	/	9%

The closing four records of the section above lead into the next:
structure	POLK inh	APE1 inh	POLH inh	POLB inh	G9a inh	BLM helicase inh	POLI inh	BAZ2B block	JMJD2A Tudor
COc1ccc(/C=N/NC(=O)CCCOc2ccc(Cl)cc2Cl)cc1[N+](=O)[O-]	-5%	-2%	-13%	-24%	-2%	-23%	?	-17%	-18%
CC(Sc1nnc(CC(=O)Nc2ccccc2F)n1C)C(=O)Nc1nccs1 (configuration not stated)	-6%	66%	-9%	-25%	11%	-1%	43%[activator]	-21%	12%
Cc1cc(NC(=O)CC(C)C)c(=O)n(Cc2c(F)cccc2Cl)c1	-3%	30%	2%	47%	22%	-6%	-7%	-3%	-21%
C/C(=C\C(=O)c1ccc(C)cc1)NCc1ccc(F)cc1	-16%	/	-5%	/	/	/	-6%	/	9%
CCOc1ccccc1C(=O)Nc1ccc2nc3n(c(=O)c2c1)CCCCC3	5%	-7%	-7%	13%	23%	4%	9%	-18%	4%
Cc1ccccc1-n1nc(-c2cccnc2)cc1C(=O)NN	0%	0%	-2%	14%	20%	-4%	30%[activator]	-14%	-20%
CCN(CC)C(=S)SCc1csc(CC(=O)Nc2ccccc2C)n1	-3%	45%[activator][12.4 µM]	-9%	?	14%[59 µM]	-4%	-2%	7%	3%
CCn1ccnc1C(O)c1ccccc1OC (configuration not stated)	12%&0%	14%	-10%	20%	23%[59 µM]	7%	30%&14%[activator]	9%	-11%&-16%
COc1ccc(CNCCCSc2nnnn2-c2ccccc2)cc1	-3%	/	-17%	15%	-8%[59 µM]	2%	21%	-8%	-15%
COc1cc2c(cc1NC(=O)CN1CCN(S(=O)(=O)c3ccc(F)cc3)CC1)oc1ccccc12	1%	0%	-17%	-28%	-9%[12.7 µM]	-9%	-6%	-1%	-32%
CC(=O)c1sc(NC(=O)CCCOc2ccccc2C)nc1C	-8%	20%	6%	41%	/	-5%	56%[activator]	0%	-8%
Cc1ccc(S(=O)(=O)Nc2nnc(CC(C)(C)C)s2)cc1	-7%	8%	1%	-1%	35µM*	-1%	-27%	-21%	-21%
Cc1cccc(NC(=O)c2cc(S(=O)(=O)NCc3ccc4c(c3)OCO4)ccc2F)c1C	-7%[60.1 µM]	/	2%	22%	-26%[59 µM]	-2%	19%	0%	-15%
CCc1ccccc1NC(=O)NNC(=O)c1ccc2ccccc2c1O	-2%	19%	-8%	14%	117%[activator]	-4%	1%	6%	-14%
CC(=O)OC1OCCOC1NC(=S)NCc1ccco1 (configuration not stated)	-18%	25%	-7%	3%	/	-5%	100%[activator]	-2%	?
O=S(Cc1ccccc1)CC(O)(c1ccc(Cl)cc1)c1ccc(Cl)cc1 (configuration not stated)	-11%	14%	-14%	8%	/	-17%	-11%	6%	1%
Cn1c(=O)c2c(nc(SCC(=O)OCc3ccccc3)n2C)n(C)c1=O	-3%	0%	-6%	10%	-3%	3%	14%	17%	-3%
O=C(CN1CCN(c2ccccn2)CC1)Nc1ccccc1C(=O)Nc1ccccc1	-1%	-6%	3%	/	-47%	/	9%	-1%	-21%
CC(C)NS(=O)(=O)c1cc(C(=O)O)ccc1Cl	-14%	0%	-8%	0%	-7%	3%	-6%	-2%	?
CCOC(=O)N1CCN(C(=O)C(=O)NNC(=O)COc2ccc(Cl)c(C)c2)CC1	-13%	-3%	-9%	13%	0%	3%	44%[activator]	-35%	3%
Clc1cccc(Cl)c1COc1ccccn1	-11%	-3%	1%	-4%	8%	0%	16%	-2%	-4%
COc1ccc(-n2c(SCC(=O)NCC3CCCO3)nc3c(c2=O)SCC3)cc1OC (configuration not stated)	8%	-1%	-10%	56%	/	-1%	32%[activator]	3%	13%
O=C(CN1CCc2ccccc21)NC(c1ccccc1)c1ccccc1	1%	7%	-3%	18%	40µM*	-1%	10%	?	-21%
Cc1ccccc1NC(=S)NC(=O)c1cc(-c2ccccc2)nc2ccccc12	-12%	?	-12%	39%	/	-9%	-1%	-37%	?
CCOc1cc(C(=O)N/N=C/c2cn(-c3ccccc3)nc2-c2cc3ccccc3o2)cc(OCC)c1OCC	-2%	/	-12%	/	/	/	37%[activator]	/	-6%
O=C(OCc1cn(Cc2ccccc2)nn1)c1ccccc1	-6%	6%	-10%	3%	8%[12.7 µM]	-4%	-7%	10%	-12%
CC(=O)c1ccc(NS(=O)(=O)c2ccccc2)cc1	-9%	-2%	0%	7%	2%[12.7 µM]	-1%	-6%	8%	-26%
Cc1ccc(NC(=S)NCC2CCCO2)cc1C (configuration not stated)	1%	?	-3%	18%	0%[59 µM]	-16%	-4%	-4%	-3%
COc1cc(C(=O)NCCCN2CCCC2=O)ccc1OCc1ccc(Cl)cc1Cl	-4%	2%	-17%	/	-49%	/	11%	1%	-10%

This is a subset; count on the stated rates, not on these rows.
